hIAP inh: blocks human intestinal alkaline phosphatase; P09923; purified IAP, CDP-Star luminescence, 30 min; inhibition, % at 10 µM; 330,000 compounds, 0.12% hits;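 active means inhibition reaching a set limit with compound at 10 µM in the primary screen, cut at about 35% in these data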;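 further: plate controls were DMSO wells with enzyme for no effect and no-enzyme buffer wells for full effect; values of inactives mirror those of a sister screen read the other way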
Target sequence (P09923 whole entry, looked up): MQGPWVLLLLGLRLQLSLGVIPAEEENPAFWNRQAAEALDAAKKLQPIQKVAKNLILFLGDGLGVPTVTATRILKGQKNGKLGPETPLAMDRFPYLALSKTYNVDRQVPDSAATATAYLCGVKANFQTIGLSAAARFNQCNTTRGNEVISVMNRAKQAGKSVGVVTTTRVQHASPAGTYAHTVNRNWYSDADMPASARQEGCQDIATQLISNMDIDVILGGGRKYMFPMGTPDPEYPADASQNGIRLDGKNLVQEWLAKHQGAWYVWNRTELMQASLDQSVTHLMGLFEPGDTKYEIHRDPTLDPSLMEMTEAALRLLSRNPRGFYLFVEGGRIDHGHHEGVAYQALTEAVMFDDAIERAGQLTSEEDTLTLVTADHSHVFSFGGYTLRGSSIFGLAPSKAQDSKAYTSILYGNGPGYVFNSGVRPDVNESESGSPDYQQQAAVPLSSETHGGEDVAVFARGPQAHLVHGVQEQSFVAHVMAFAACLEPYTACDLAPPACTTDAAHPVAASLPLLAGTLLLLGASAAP
APOBEC3G inh: inhibitors of human APOBEC3G DNA deaminase | 330,000 compounds, 0.28% hits | recombinant A3G, ssDNA deamination FAM/TAMRA fluorescence | inhibition, % at 20 µM | Q9HC16;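 active means inhibition of at least 40% at 20 µM, with no more than 30% in the related APOBEC3A deaminase screen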;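 further: plate controls were DMSO wells with A3G for no effect and wells lacking A3G enzyme for full effect; some compounds called inactive have numbers as strong as hits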
beta cell repl: MIN6 beta-cell proliferation induction; 330,000 compounds, 0.29% hits; MIN6 cells proliferation, ATPlite luminescence, 48 h; cells starved in 0.2% serum; 100% = growth in 10% serum; proliferation, % at 10 µM;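 active means compounds whose signal lies at least 3.5 SD above the mean of all wells on their plate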;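 further: 0% = DMSO-treated cells in low-serum medium and 100% = 10% serum control; some compounds called inactive have numbers as strong as hits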
mIAP act: mouse IAP activation. activation factor at 10 µM. muIAP, CDP-Star luminescence, 30 min; stronger effect = higher value; 1 = vehicle-only enzyme signal, 0 = enzyme-free wells. AID 2805. 330,000 compounds, 0.24% hits;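 active means activation factor of at least 2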; further: the source names both 10 and 20 µM as test concentration; values of inactives mirror those of a sister screen read the other way
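Assay system: mouse IAP enzyme / Compound: DMSO-dissolved test compounds / Timing: 30 min, room temperature / Measured by: luminescence from enzymatic CDP-Star hydrolysis / Control set: DMSO-only wells, enzyme-free buffer wells as negative control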
mIAP block: mouse IAP inhibition; purified mouse IAP, CDP-Star luminescence, 30 min; inhibition, % at 10 µM; 330,000 compounds, 0.2% hits; AID 2806;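 active means inhibition of at least 40% at 10 µM in the primary screen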;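 further: plate controls were DMSO with enzyme for no effect and no enzyme wells for full effect; values of inactives mirror those of a sister screen read the other way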
hIAP activ: human IAP activation; P09923; purified human IAP, CDP-Star luminescence, 30 min; stronger effect = higher value; 1 = vehicle-only enzyme, 0 = enzyme-free background; activation factor at 10 µM; 330,000 compounds, 0.16% hits; AID 2524;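 active means activation factor of the enzyme at least 2-fold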; further: the source names both 10 and 20 µM as test concentration; values of inactives mirror those of a sister screen read the other way
MPTP inh: blocks calcium-induced mitochondrial swelling. isolated mouse mitochondria, Ca2+ swelling absorbance, 30 min. inhibition, % at 10 µM. 360,000 compounds, 1.4% hits. AID 602449;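 active means inhibition of 50% or more, scaled per plate between neutral and stimulator controls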;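 further: 0% = DMSO wells given calcium and 100% = 1 mM EGTA wells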
APOBEC3A inh: human APOBEC3A DNA deaminase inhibition | recombinant A3A, FAM/TAMRA ssDNA deamination fluorescence | AID 493011 | P31941 | 330,000 compounds, 0.41% hits | inhibition, % at 20 µM;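 active means at least 40% inhibition at 20 µM here, with at most 30% in a related deaminase screen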;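 further: plate controls were A3A with DMSO for no effect and wells lacking A3A enzyme for full effect; some results filed as inactive read as strong as hits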
Target sequence (P31941 whole entry, looked up): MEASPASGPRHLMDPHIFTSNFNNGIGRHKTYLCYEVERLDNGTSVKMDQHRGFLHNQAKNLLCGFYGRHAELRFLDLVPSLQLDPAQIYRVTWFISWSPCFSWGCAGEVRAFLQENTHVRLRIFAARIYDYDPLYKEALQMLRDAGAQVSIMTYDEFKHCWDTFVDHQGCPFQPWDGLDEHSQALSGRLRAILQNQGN
GRIN3A LBD mod: NR3A (human) ligand-binding domain modulation | NR3A LBD differential scanning fluorimetry, Tm shift; 0% = protein alone, 100% = glycine-bound protein | Tm shift relative to glycine control, % at 25 µM | 340,000 compounds, 2.5% hits;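 active means melting temperature shift of at least 10% of the positive control shift, at one fixed dose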
* marks the source's active call; other numbers are inactive results; / = not tested or not shown.

structure,hIAP inh,APOBEC3G inh,beta cell repl,mIAP act,mIAP block,hIAP activ,MPTP inh,APOBEC3A inh,GRIN3A LBD mod
CCNc1ccc(C(=O)OCC(=O)N2c3ccccc3NC(=O)C2(C)C)cc1[N+](=O)[O-],13,-2,0,0.87,13,0.87,0.9,-1,5
CCCOc1ccc(N2C(=O)CC(N3CCN(CCN=CC4C(=O)CC(C)(C)CC4=O)CC3)C2=O)cc1 (stereo not given),14,-1,0,0.97,3,0.86,-0.2,1,0
O=C(NC1CCCCC1)N1CCCCCC1,7,0,-1,0.94,6,0.93,0.0,-1,2
COc1ccc(C2C3=C(CCCC3=O)Nc3nc(C(F)(F)F)nn32)c(OC)c1OC (stereo not given),-18,1,-2,1.1,-8,1.2,-7.1,0,-1
Cn1cccc1Cc1nnc(SCC(=O)NC2CCCC2)n1-c1ccc(F)cc1,2,-4,1,0.82,18,0.98,-0.9,-3,0
CCOc1ccc(-n2c(SCC(N)=O)nc3sc4c(c3c2=O)CCN(C)C4)cc1,-24,-4,-2,0.87,13,1.2,0.7,-1,-6
CCSc1c(-c2ccccc2)nc2c(C)cccc2c1C(=O)O,-11,-5,-1,0.96,4,1.1,-0.2,-5,6
COc1ccc(Br)cc1CNC(=O)C1CCC(=O)N1C(C)C (stereo not given),12,-7,-3,1,-2,0.88,0.4,-1,0
C/C(=N\NC(=O)C1CC1)c1ccc(C)c(C)c1,-29,-4,-2,1,0,1.3,-0.8,2,2
COc1ccc(-c2cc(C(F)(F)F)nc(NCc3ccco3)n2)cc1OC,9,-2,6,0.88,12,0.91,2.2,-2,-11
CCN(CC)C(=O)C(=O)c1cn(CC(=O)NCC2CCCO2)c2ccccc12 (stereo not given),10,-6,-4,1,-4,0.9,-0.5,-3,-1
COc1cc2ncc(S(=O)(=O)c3ccccc3)c(N3CCCC(C)C3)c2cc1OC (stereo not given),4,-2,-6,0.85,15,0.96,0.0,-1,15*
CCOc1ccc(S(=O)(=O)Nc2cccc(C(=O)NCCCN3CCCC3=O)c2)cc1,-9,-5,-1,1.1,-8,1.1,-2.6,2,-1
CCN(CC(=O)Nc1ccccc1C(F)(F)F)C(=O)CCSc1ccc(F)cc1,-13,-11,-5,1.1,-8,1.1,-1.1,-2,0
CSc1cccc(NC(=O)N2CCN(C)CC2)c1,-1,-1,-3,1.1,-6,1,1.4,-1,3
COc1ccc(OC)c(/C=C/C(=O)OCC(=O)Nc2ccc(Cl)c(S(=O)(=O)N(C)C)c2)c1,7,0,-4,1.2,-18,0.93,0.1,-1,1
Cc1cnc(C(=O)OC(C)C(=O)c2c(C)[nH]c3ccccc23)cn1 (stereo not given),2,-6,-4,0.91,9,0.98,0.7,2,0
CCOc1ccc(-c2nnc(SCC(=O)N3CCOCC3)o2)cc1,14,0,-1,1.1,-12,0.86,-1.5,0,-1
COCCCN1C(=O)c2ccc(C(=O)OCC(=O)N3CCN(c4ccccc4)CC3)cc2C1=O,-5,-8,-1,0.94,6,1.1,0.3,-1,0
COc1cc(CN2CCN(Cc3ccc(C)cc3)CC2)c([N+](=O)[O-])cc1OC,2,-4,0,0.89,11,0.98,3.9,-3,-1
C[C@H](CO)N1C[C@H](C)[C@@H](CN(C)S(=O)(=O)c2ccccc2)Oc2ccc(NC(=O)Nc3ccc(C(F)(F)F)cc3)cc2C1=O,-7,3,-5,1.8,-76,1.1,0.7,0,23*
CC1(C)CC2CC(C)(CN2C(=S)NC(=O)c2ccccc2Cl)C1 (stereo not given),7,-5,0,0.92,8,0.93,1.6,-4,3
Cc1ccc2nc(SCC(=O)NCc3ccco3)nc(=O)n2c1,-9,3,-4,1.1,-10,1.1,-0.8,9,2
O=C(NCc1cccs1)C(=O)c1cn(CC(=O)N2CCOCC2)c2ccccc12,-1,-5,-1,0.94,6,1,-0.3,2,0
COc1ccc(-n2nc(C(=O)NCC(=O)NC3CCCC(C)C3C)c3ccccc3c2=O)cc1 (stereo not given),11,-4,0,0.92,8,0.89,3.4,-1,1
CCc1nn(C(CC)C(=O)NCCCc2ccccc2)c(=O)c2cc3occc3n12 (stereo not given),-27,-7,5,0.98,2,1.3,-0.8,-7,-1
O=C(Cn1cc([N+](=O)[O-])cn1)NCC1CCCO1 (stereo not given),-1,-2,0,0.95,5,1,0.3,0,0
CC(Nc1nc(=S)nc(Nc2ccc(F)cc2)[nH]1)c1ccccc1 (stereo not given),-14,-4,-4,0.93,8,1.1,-0.8,-6,2
Cc1ccc[n+](C(C)C(=O)c2ccc(Cl)cc2)c1 (stereo not given),6,-5,3,0.95,5,0.94,0.6,-8,0
CC(C)(C)c1ccc(S(=O)(=O)N2CCN(CC(O)COCC3CCCO3)CC2)cc1 (stereo not given),-7,-9,0,1,-4,1.1,-0.7,-2,-2

3 of the entries above in order of their number in APOBEC3A inh, highest first:
structure	hIAP inh	APOBEC3G inh	mIAP act	mIAP block	hIAP activ	MPTP inh	APOBEC3A inh	GRIN3A LBD mod
O=C(Cn1cc([N+](=O)[O-])cn1)NCC1CCCO1 (stereo not given)	-1	-2	0.95	5	1	0.3	0	0
CCOc1ccc(-n2c(SCC(N)=O)nc3sc4c(c3c2=O)CCN(C)C4)cc1	-24	-4	0.87	13	1.2	0.7	-1	-6
CCSc1c(-c2ccccc2)nc2c(C)cccc2c1C(=O)O	-11	-5	0.96	4	1.1	-0.2	-5	6

The list goes on.
structure,hIAP inh,APOBEC3G inh,beta cell repl,mIAP act,mIAP block,hIAP activ,MPTP inh,APOBEC3A inh,GRIN3A LBD mod
O=C(OCC#CCSc1nnc(-c2ccccc2)o1)c1cccs1,2,-12,2,0.9,10,0.98,-2.2,-5,-2
O=C(COC(=O)CNC(=O)c1ccc(F)cc1)Nc1cccc(S(=O)(=O)N2CCCC2)c1,11,-5,0,0.97,2,0.89,-0.5,-3,3
Cc1nnc2sc(-c3ccc(-c4ccc(Cl)c(C(F)(F)F)c4)o3)nn12,16,-3,-4,0.91,9,0.84,1.6,3,-5
Nc1nc(SCCO)[nH]c(=O)c1NC(=O)c1ccc(Br)o1,-29,-5,-4,0.93,7,1.3,-2.3,-1,-2
COC(=O)c1sccc1NC(=O)CC1C(=O)NCCN1C(=O)Nc1ccccc1 (stereo not given),-32,-6,0,0.98,2,1.3,0.6,-3,1
O=C(N/N=C/c1ccccc1O)NC12CC3CC(CC(C3)C1)C2,-48,2,-4,1.2,-20,1.5,-0.4,4,/
COc1ccc(-c2sc3ccc(N4CCOCC4)cc3c2C#CCCO)cc1,10,-6,-6,0.93,7,0.9,0.2,-2,-15
COc1cc(/C=N/n2cnnc2)ccc1OCC(=O)N1CCOCC1,-6,0,2,1.1,-6,1.1,4.2,-2,1
CC(C)CC(=O)NC(=S)Nc1nc(-c2cccc3ccccc23)cs1,9,-4,-4,0.87,13,0.91,2.5,-4,-2
CCN1CCCC1CNC(=O)CCNC(=O)c1cc(OC)c(OC)c(OC)c1 (stereo not given),0,-3,1,1,-1,1,-2.0,0,-1
CC(C)(C)c1ccc(C(=O)N2CCCN(c3ccc([N+](=O)[O-])cn3)CC2)cc1,6,-2,-2,0.9,10,0.94,5.7,-1,-1
Cc1oc(S(=O)(=O)N2CCOCC2)cc1C(=O)Nc1ccc(F)cc1,-15,-5,-2,1,-4,1.1,5.8,-1,0
CC1CC(c2ccccc2)n2nc(NC(=O)CCc3ccccc3)nc2N1 (stereo not given),13,-1,-2,1.1,-11,0.87,0.4,-2,0
Cn1c(CNC(=O)C(Cc2ccccc2)NC(=O)c2ccccc2)cc(=O)n(C)c1=O (stereo not given),-21,-4,2,0.94,6,1.2,0.8,-5,-6
NC(=O)c1ccc(NS(=O)(=O)c2ccc(Br)s2)cc1,-17,-5,4,0.94,6,1.2,-0.6,-3,-14
CCN1CCc2nc(NC(=O)c3ccc4c(c3)OCCO4)sc2C1,-7,1,-2,1.1,-13,1.1,0.9,4,-3
CC(=O)c1ccc(NC(=O)CCCN2C(=O)/C(=C/C(C)=C/c3ccccc3)SC2=S)cc1,11,-2,-2,0.83,17,0.89,6.3,-1,2
NC(=O)CSc1nc2ccccc2nc1SCC(N)=O,-7,-8,1,0.91,9,1.1,1.5,-2,1
Cc1ccc(C(=O)COC(=O)c2n[nH]c(=O)c3ccccc23)cc1,-5,-7,0,1,-4,1,1.8,-4,2
CCC(C)(C)NC(=O)C(c1ccncc1)N(C(=O)c1sc(C)nc1C)c1ccc(F)cc1 (stereo not given),-13,-6,-4,1.1,-10,1.1,1.9,0,-2
O=C(NNC(=S)NC(=O)c1ccc(Br)cc1)c1cccc([N+](=O)[O-])c1,-41,-8,-2,0.8,20,1.4,6.0,-3,-3
Cc1cc(C)n2nc(SCc3ncc(-c4ccccc4)o3)nc2n1,18,-3,1,0.96,4,0.82,1.0,-1,0
Cc1nn2c(NCCN(C)C)c3c(nc2c1-c1ccccc1)CCCC3,-20,-7,-4,0.93,7,1.2,-0.6,-4,3
CC(C)(CNC(=O)c1ccc([N+](=O)[O-])c(Cl)c1)CNC(=O)c1ccc([N+](=O)[O-])c(Cl)c1,-1,-2,-4,0.92,8,1,0.9,-1,3
COC(=O)c1ccc(CNC(=O)Cn2cnc3c(SC)nc(N)nc32)cc1,-18,-8,-5,1.1,-11,1.2,1.0,-2,-1
CCOc1cc(/C=N/NC(=O)c2nn(C)cc2Br)ccc1OCc1ccccc1Cl,20,-5,-4,0.89,11,0.8,-0.1,-2,2
CN1Cc2c(N3CCOCC3)nc3sc(C(=O)c4ccccc4)c(N)c3c2CC1(C)C,0,0,-4,0.94,6,1,-5.4,-3,1
O=C(Nc1nc2ccccc2s1)c1ccc(Cl)s1,-9,-2,-3,0.88,12,1.1,2.2,2,21*
COc1cc(C(F)(F)F)c(C(=O)N(C)Cc2ccc(Cl)c(Cl)c2)cn1,2,-6,2,0.93,8,0.98,0.2,-4,4
CCOC(=O)c1oc2ccccc2c1NC(=O)c1cccs1,11,-3,1,0.95,5,0.89,1.1,6,5
COc1ccc(C(=O)NC2CCN(S(=O)(=O)c3ccccc3)CC2)cc1,-11,-9,-3,0.97,3,1.1,-0.4,2,0
CC(=O)N1CCc2cc(S(=O)(=O)Nc3ccccc3N3CCN(C)CC3)ccc21,-2,7,-2,0.94,6,1,-1.8,0,-2
Cc1ccc(CNC(=O)C2CCCN2S(=O)(=O)c2ccc(F)cc2)cc1 (stereo not given),-14,-3,0,1.1,-12,1.1,0.4,1,1
O=C(Cn1cccc1C(=O)c1ccccc1)NCc1ccccn1,-8,-6,5,0.98,2,1.1,0.3,-1,3
O=C(CCn1c(=S)oc2ccccc21)Nc1ccc2c(c1)OCCO2,-6,-6,-2,1.1,-14,1.1,0.3,-1,6
CC(CSc1nc2ccccc2s1)Cn1c(N2CCCC2)nc2c1c(=O)[nH]c(=O)n2C (stereo not given),-30,-4,1,1,0,1.3,-0.7,-14,6
COc1cccc(CNC(=O)CN2C(=O)CC(c3ccccc3)=Nc3ccccc32)c1,-4,-6,-3,1,-3,1,-0.5,-1,0
Cc1sc2nc(CSCC(=O)N3CC(C)OC(C)C3)[nH]c(=O)c2c1C (stereo not given),10,-6,-1,0.96,4,0.9,-1.2,-1,-2

Compound activity deposited in PubChem by Sanford-Burnham Center for Chemical Genomics.
